Screening data deposited in PubChem BioAssay by several laboratories.
ROMK primary: ROMK potassium channel modulators, primary screen, cell-based, thallium flux, MLSMR library; ATP-sensitive inward rectifier potassium channel 1 (Homo sapiens), P48048; Tet-inducible ROMK, thallium flux fluorescence; actives lie on both sides; B-score at 10 µM; 130,000 tested, 2% active;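 active means signal ratio slope over the read window, or its plate-corrected B-score, at least 3 SD from the plate mean, either direction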;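 further: B-score of the F/F0 ratio slope over 7 to 12 s after thallium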
Target sequence (P48048 whole entry, looked up): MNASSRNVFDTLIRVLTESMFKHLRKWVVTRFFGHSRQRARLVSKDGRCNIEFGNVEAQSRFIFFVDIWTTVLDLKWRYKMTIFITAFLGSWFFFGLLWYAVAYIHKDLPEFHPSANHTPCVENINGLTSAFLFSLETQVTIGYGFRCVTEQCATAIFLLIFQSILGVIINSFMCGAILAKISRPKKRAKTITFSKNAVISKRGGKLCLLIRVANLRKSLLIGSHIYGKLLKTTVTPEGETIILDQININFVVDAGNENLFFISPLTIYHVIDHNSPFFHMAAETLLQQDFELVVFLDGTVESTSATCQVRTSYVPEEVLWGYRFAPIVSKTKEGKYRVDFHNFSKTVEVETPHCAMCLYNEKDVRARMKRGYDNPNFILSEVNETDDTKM
APP 5'UTR act: activators of APP 5'UTR luciferase reporter, primary screen, SH-SY5Y cells. activation, % at 2 µM. SH-SY5Y APP 5'UTR luciferase reporter, luminescence; zero percent = DMSO vehicle wells. 190,000 tested, 1% active. AID 1276, 2008;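 active means activation above a set limit, based on mean plus 3 SD of controls, cut at about 140% in these data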; further: values of inactives mirror those of a sister screen read the other way
STAT1 act: STAT1 signaling activators, primary screen, cell-based, HTS, luciferase reporter | 200,000 tested, 2.6% active | AID 932, 2007 | activation (% of control), % at 5.5 µM | NIH 3T3 STAT1-luciferase reporter, IFN-gamma, luminescence; 100% = IFN-gamma alone, no compound;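 active means activation above the screen-wide mean activation plus 3 SD, cut at about 130% in these data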;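 further: raw ratio to IFN-gamma control signal so 100% means no change and 0% no light; values of inactives mirror those of a sister screen read the other way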
FLuc stim CS: FLuc activators, initial screening, artefact control for FLuc-dependent activation tests, biochemical, ATPlite luminescence. AID 1027, 2008. 200,000 tested, under 10 active. activation factor at 10 µM. Luciferin 4-monooxygenase (Photinus pyralis), P08659. ATPlite luciferase biochemical, 10 min; 0 = ATP-free wells, 1 = DMSO control;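 active means luciferase activation factor, scaled between plate controls, of at least 2 with compound at 10 µM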
Target sequence (P08659 whole entry, looked up): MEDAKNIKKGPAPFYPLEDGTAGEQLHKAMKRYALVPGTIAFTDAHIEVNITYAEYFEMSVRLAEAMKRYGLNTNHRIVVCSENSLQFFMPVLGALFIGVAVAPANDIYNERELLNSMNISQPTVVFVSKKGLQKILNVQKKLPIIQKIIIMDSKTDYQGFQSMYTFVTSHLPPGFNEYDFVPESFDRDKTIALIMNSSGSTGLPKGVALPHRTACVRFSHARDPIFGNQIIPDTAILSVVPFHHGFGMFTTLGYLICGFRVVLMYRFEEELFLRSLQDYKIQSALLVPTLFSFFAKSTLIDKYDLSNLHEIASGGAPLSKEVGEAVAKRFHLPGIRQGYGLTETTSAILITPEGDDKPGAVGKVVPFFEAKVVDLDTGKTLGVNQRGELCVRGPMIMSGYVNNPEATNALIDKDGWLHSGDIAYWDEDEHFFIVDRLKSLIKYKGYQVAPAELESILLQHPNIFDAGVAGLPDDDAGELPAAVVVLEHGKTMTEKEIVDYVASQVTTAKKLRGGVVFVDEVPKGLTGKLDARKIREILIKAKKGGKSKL
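Material: luciferase plus luciferin reagent, cell-free. Medium: PBS buffer for ATP. Also added: ATP substrate, dispensed from a 10.24 µM working solution in PBS. Doses: test compounds dosed from 2 mM stocks in 100% DMSO. Incubation: 10 min post-reagent at room temperature. Technique: light output (luminescence). Read-out basis: luminescence gain marking luciferase activators.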
FLuc inh counter: firefly luciferase enzyme inhibitors, primary screen, artefact control for luciferase-based inhibitor screens, biochemical, luminescence, ATPLite. Luciferin 4-monooxygenase (Photinus pyralis), P08659. 10 min. inhibition, % at 10 µM. 200,000 tested, 1.5% active. AID 1006, 2008;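 active means inhibition above about 50% when tested at 10 µM, limit read from the data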
NF-kB neuron act: activators of NF-kB expression in neurons, primary screen, cell-based, HTS | human neuronal cells, NF-kB reporter expression; hits give high values | fold change at 12.5 µM | 190,000 tested, 1.6% active; in the data active means fold change above about 3.3
STAT1 blocker: STAT1 signaling inhibitors, primary screen, cell-based, HTS, luciferase reporter; NIH 3T3 STAT1-luciferase reporter, IFN-gamma, luminescence; 200,000 tested, 0.35% active; inhibition, % at 5.5 µM;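 active means inhibition above a set limit, the mean inhibition across all tested compounds plus 3 SD, cut at about 34% in these data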;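 further: 0% = IFN-gamma with DMSO and 100% = IFN-gamma with 300 µM nifuroxazide; values of inactives mirror those of a sister screen read the other way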
STAT3 activator: IL-6 driven STAT3 reporter potentiators, primary screen, U3A cells, luciferase, luminescence, MLSCN library; 190,000 tested, 0.91% active; IL-6 STAT3-luciferase reporter; 100% = signal with IL-6 EC80 alone; AID 871, 2007; activation (% of control), % at 5.6 µM;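 active means activation above the screen-wide mean of compound activation plus 3 SD, cut at about 130% in these data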;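 further: 0% = background luminescence of wells with medium and substrate only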
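Material: human U3A cells carrying STAT3-luciferase construct. Measured by: reporter luminescence signal. Timing: compound 1 h, then IL-6 6 h at 37 °C.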
STAT3 inh: IL-6 driven STAT3 reporter inhibitors, primary screen, U3A cells, luciferase, luminescence, MLSCN library | IL-6 STAT3-luciferase reporter; host cell line lacks STAT1 | inhibition, % at 5.5 µM | 190,000 tested, 0.89% active;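 active means inhibition above the mean inhibition across all screened compounds plus 3 SD, cut at about 44% in these data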;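 further: 0% = DMSO only wells and 100% = 100 µM nifuroxazide control wells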
APP transl inh: inhibitors of APP translation via 5'UTR reporter, primary screen, APP 5'UTR luciferase, SH-SY5Y cells; SH-SY5Y APP 5'UTR-luciferase reporter, luminescence; inhibition, % at 2 µM; 190,000 tested, 0.82% active; AID 1285, 2008;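 active means inhibition above a set limit, derived from the sample mean plus 3 SD, cut at about 45% in these data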; further: values of inactives mirror those of a sister screen read the other way
* = called active by the depositor; · = not tested or not shown.

SMILES	ROMK primary	APP 5'UTR act	STAT1 act	FLuc stim CS	FLuc inh counter	NF-kB neuron act	STAT1 blocker	STAT3 activator	STAT3 inh	APP transl inh
[O-]/C(=C(\C(=S)Nc1ccc(SC(F)F)cc1)[n+]1ccccc1)c1ccc(Cl)cc1Cl	1.2	3	98	1.1	-8	4.7*	1	88	16	-3
CCOc1ccc2oc(C(=O)NC(C)(C)CC)c(C)c2c1	0.018	98	128	1	1	2	-29	107	-4	-98
O=C(O)c1ccc(Cl)c(S(=O)(=O)NCc2ccco2)c1	0.028	7	100	1.1	-6	1	0	98	8	-7
COc1cc2c(cc1OC)CN(CCC(=O)c1ccc(Br)cc1)CC2	-4*	20	88	1.1	-7	1.1	11	94	10	-20
FC(F)(F)C(F)(F)C(F)(F)c1nnc2ccc(N3CCOCC3)nn12	·	3	97	1.1	-5	1.1	3	97	7	-3
CCC(=O)Nc1ccc(NC(=S)NC(=O)Cc2ccccc2)cc1	·	17	94	1.1	-9	1.2	6	97	6	-17
O=C(Nc1ccc(S(=O)(=O)Nc2ccccc2)cc1)C1COc2ccccc2O1 (stereo unspecified)	·	5	96	1	0	0.68	4	93	9	-5
C=CCNC(=O)/C(C#N)=C/c1ccc2c(c1)OCCO2	-0.42	17	98	0.5	50*	1.3	0	104	7	-18
O=C(C1=C[C@H](c2ccccc2)C[C@H](OCc2ccc(CO)cc2)O1)N1CCOCC1	·	7	101	1.1	-7	1.1	0	·	·	-8
CC(=O)N1CCN(c2ccc(NC(=O)c3ccc(OCc4ccccc4)cc3)cc2)CC1	0.56	29	99	1	-5	1.1	0	97	11	-29
O=C(CSc1nc(-c2ccccc2)c(-c2ccccc2)[nH]1)Nc1ccc2c(c1)OCO2	0.11	2	112	1	-1	0.93	-13	103	0	-2
O=C(NCC1COc2ccccc2O1)c1ccc(NC(=O)C(c2ccccc2)c2ccccc2)cc1 (stereo unspecified)	·	21	104	1.1	-7	0.61	-5	104	-2	-21
CCOc1cc(C(C#N)N2CCOCC2)ccc1OC (stereo unspecified)	0.078	-6	97	1	-4	1.1	0	108	-6	6
Cc1nn(-c2ccc(C(=O)O)cc2)c(C)c1Oc1ccccc1O	1	8	97	1.1	-7	1	3	107	-9	-8
COc1ccc(NC2SC(=O)N(C)C2=O)cc1 (stereo unspecified)	0.17	5	106	1.1	-8	0.92	-8	107	-6	-5
CCn1c(SCC(=O)N(Cc2ccccc2)C2CCS(=O)(=O)C2)nc2ccccc2c1=O (stereo unspecified)	·	4	93	1.1	-10	1	8	101	6	-4
Cc1nn(-c2ccccc2)c(N)c1N=Nc1ccccc1	·	156*	176*	0.9	10	6.8*	-84	105	0	-156
COc1ccc(CN(C(=O)c2cc3ccccc3oc2=O)C2CCCC2)cc1	-0.89	18	94	1.1	-7	0.98	7	102	-2	-18
COC(=O)C(C(=O)OC)C(C[N+](=O)[O-])c1ccc(O)c(OC)c1 (stereo unspecified)	0.14	-9	102	1	-4	1.4	-2	95	9	10
CN(Cc1ccccc1)Cc1nc2c([nH]1)c(=O)n(C)c(=O)n2C	-0.95	-8	96	1.1	-7	1.4	4	93	12	8
O=C(COc1ccccc1)Nc1ccc(CSc2ccccc2)cc1	·	19	114	1.1	-6	1.3	-16	87	26	-19
c1ccc(NCc2nnc3n2CCCCC3)cc1	·	-1	103	1	-2	1.4	-3	100	10	1
CCn1ncc(Br)c1C(=O)Nc1ccc(C(=O)OC(C)C)cc1	-0.75	11	99	1	-2	1.2	1	83	25	-11
O=C(NCCOc1ccccc1Cl)c1ncn[nH]1	0.76	-5	94	1	-2	0.91	4	95	9	5
Cc1ccc(C(=O)O)cc1NC(=O)Nc1ccc2c(c1)OCO2	0.63	9	108	0.9	10	1.4	-10	104	-1	-9
O=C(Nc1ccccc1Cl)c1cc(S(=O)(=O)N2CCOCC2)cs1	0.24	5	100	1	-1	0.92	0	93	13	-5
O=C(CC(Nc1cccc(Cl)c1Cl)C(=O)O)c1ccccc1 (stereo unspecified)	0.79	-14	103	1.1	-7	0.97	-5	140*	-47	14
Cc1cc(Nc2ccccc2)nc(NCc2ccccc2)n1	·	-2	82	1.1	-6	0.82	20	85	17	2
CCn1c(C(O)c2ccccc2)nc2ccccc21 (stereo unspecified)	-0.31	-5	106	1.1	-8	0.96	-6	104	-2	4
C=CCn1c(=O)c2c(C)c(C)sc2n2c(Nc3ccccc3)nnc12	·	6	105	1	-4	0.87	-6	96	9	-6
COc1ccc(C(=O)O)cc1F	0.095	9	102	1	-4	0.96	-2	103	0	-9
Cc1ccc(NC(=O)CN2C(=O)N/C(=C/c3cc(C)n(-c4cccc(C(=O)O)c4)c3C)C2=O)cc1	0.34	-4	101	1	-2	1.1	-2	97	4	4
Cc1c(NC(=S)NC(=O)C(c2ccccc2)c2ccccc2)cccc1C(=O)O	·	2	102	1.1	-8	1.8	-3	95	17	-2
CC(C)Cc1cc(CN2CCC(CO)(Cc3cccc(C(F)(F)F)c3)CC2)[nH]n1	0.57	-21	93	1.1	-8	0.95	6	96	8	20
CC(=O)C1=C(O)C(=O)N(CCCCCC(=O)O)C1c1ccc(N(C)C)cc1 (stereo unspecified)	0.23	15	98	1	-4	1.2	2	102	-1	-15
COc1ccc(COc2cc(-c3cccc(OC)c3)nc3ccc(NC(=O)c4ccc(N(C)C)cc4)cc23)cc1	1.3	-11	107	1.1	-8	0.53	-7	136*	-46	11
O=[N+]([O-])c1ccc(N2CCN(Cc3ccccc3)CC2)c(S(=O)(=O)N2CCOCC2)c1	·	8	106	1	-2	1.2	-7	103	8	-8
O=C(C1=C[C@@H](c2ccc(C(F)(F)F)cc2)C[C@@H](OCCCCO)O1)N1CCOCC1	·	-5	105	1	-5	0.96	-4	·	·	5
COc1ccc(N2C(=O)CC(N3CCC(c4nc5ccccc5[nH]4)CC3)C2=O)cc1 (stereo unspecified)	-0.39	3	96	1	-4	0.92	4	101	3	-3
NC(=O)c1ccccc1N/C=C/C(=O)c1ccc(F)cc1	·	136*	154*	0.1	90*	4.2*	-59	69	39	-136
CCOC(=O)CC(NC(=O)c1ccc(C)cc1)c1ccc(OC)cc1 (stereo unspecified)	-0.41	1	108	1	-2	1.6	-10	102	-2	0
CCOc1ccccc1N1C(=O)CC(Sc2ncccc2C(=O)O)C1=O (stereo unspecified)	-0.034	13	98	1	0	1.1	2	98	6	-13
CCCN1CN(Cc2ccco2)c2nc3ccccc3n2C1	-0.7	9	105	1	0	1.4	-6	103	0	-9
COc1ccccc1C(=O)Nc1cc(-c2nn3c(C)nnc3s2)ccc1C	·	-9	97	·	·	·	3	78	31	9
COc1ccc(CC(=O)OCc2nnc(-c3ccccc3)o2)cc1	0.39	-3	100	1	-4	1.1	1	99	2	3
Cc1c2ccccc2nc2c(F)c(N(C)C)c(F)c(F)c12	·	26	94	0.8	18	1.5	7	109	-8	-26
C=CCNC(=S)NNC(=O)COc1ccc(Br)cc1	-0.34	-1	113	1	-1	1.2	-14	97	4	1
Cc1nn(-c2ccccc2)c(C)c1/C=N/n1c(-c2ccc(Cl)cc2)n[nH]c1=S	1.1	-6	98	1.1	-8	1.1	3	99	4	6
C#CCNC(=O)C1CCN(c2cc(C)nc(-c3ccccc3)n2)CC1	-0.36	20	106	1.1	-6	1.1	-6	96	9	-20
CCC(Sc1nc(-c2ccccc2)cc(=O)[nH]1)C(=O)O (stereo unspecified)	1.1	17	94	1	-4	1.3	6	105	-1	-17
COC(=O)c1cccc(NC(=O)c2nn(C)c(=O)c3ccccc23)c1	·	1	111	1	0	0.54	-12	87	21	-1
CCCOc1ccc(/C=N/Nc2ccccn2)cc1OC	0.76	118	148*	0.4	58*	2.4	-51	101	1	-118
CC(O)c1cccc(NC(=O)CCCc2ccccc2)c1 (stereo unspecified)	·	-7	94	1	-5	1.3	5	103	0	7
O=C(NCC(c1cccnc1)N1CCN(c2ccccc2F)CC1)OCc1ccccc1 (stereo unspecified)	-1.4	-12	95	1	-2	0.86	5	93	7	12
CCOC(=O)C1=C(CN2CCc3ccccc32)NC(=O)NC1c1cccc([N+](=O)[O-])c1 (stereo unspecified)	-0.085	10	96	1.1	-7	0.55	4	115	-10	-10
O=C(COc1c(Br)cc(Br)c2cccnc12)N1CCCCC1	-0.76	10	99	1.1	-6	1.3	-1	119	-15	-10
COc1cc(/C=N/NC(=O)Cc2cccs2)c([N+](=O)[O-])cc1OC	-0.38	-4	95	1.1	-6	1.1	6	102	-5	4
Cc1ccc(N2CC(C(=O)OCc3ccc([N+](=O)[O-])cc3)CC2=O)cc1 (stereo unspecified)	-0.62	-26	92	1	-4	1	9	103	-4	26
CC(C)(C)NC(=O)NC(=O)COC(=O)CNC(=O)c1cc(Cl)cc([N+](=O)[O-])c1	0.13	-20	105	1.1	-6	1.4	-6	102	2	20
O=c1[nH][nH]c(C(F)(F)F)c1C=NCc1cccc(Cl)c1	0.32	-2	97	1	-4	1.2	4	101	7	2

Continued; the last 4 above are carried over.
SMILES	ROMK primary	APP 5'UTR act	STAT1 act	FLuc stim CS	FLuc inh counter	NF-kB neuron act	STAT1 blocker	STAT3 activator	STAT3 inh	APP transl inh
COc1cc(/C=N/NC(=O)Cc2cccs2)c([N+](=O)[O-])cc1OC	-0.38	-4	95	1.1	-6	1.1	6	102	-5	4
Cc1ccc(N2CC(C(=O)OCc3ccc([N+](=O)[O-])cc3)CC2=O)cc1 (stereo unspecified)	-0.62	-26	92	1	-4	1	9	103	-4	26
CC(C)(C)NC(=O)NC(=O)COC(=O)CNC(=O)c1cc(Cl)cc([N+](=O)[O-])c1	0.13	-20	105	1.1	-6	1.4	-6	102	2	20
O=c1[nH][nH]c(C(F)(F)F)c1C=NCc1cccc(Cl)c1	0.32	-2	97	1	-4	1.2	4	101	7	2
COC(=O)c1c(-c2cccnc2)csc1NC(=O)c1cc(C)on1	·	130	152*	0.6	37	3.1	-57	110	-11	-130
COc1ccccc1NC(=O)CSc1nc(N)c(-c2ccccc2)c(=O)[nH]1	1.2	-6	103	1	-1	0.89	-5	111	-7	6
OCc1cn(-c2ccc(Cl)cc2)nn1	0.57	14	101	1	-2	1.1	-1	98	10	-14
C(=C\c1nc(-c2ccccc2)no1)/c1ccccc1	·	135*	154*	0.7	29	8.6*	-60	82	24	-135
FC(F)(F)c1cccc(N2CCC(N=CN3CCCCCC3)=N2)c1	-0.34	15	110	1	-1	1.2	-14	101	7	-16
